5HT1a antag – antagonists of human 5-HT1a serotonin receptor; inhibition, % at 10 µM; CHO 5-HT1a Ga15 NFAT-bla reporter, antagonist mode; AID 612; P08908; actives 0.68% (n = 62,000);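 active = inhibition above the mean of all tested compounds plus 3 SD, cut at about 43% in these data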;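 note: receptor stimulated by 5-CT agonist at 100 nM near EC80; beta-lactamase reporter measured by ratiometric fluorescence of a cleavable substrate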
S1P1 ag-PAM – activates or potentiates agonism at human S1P1 receptor. actives 0.57% (n = 56,000). activation, % at 9.5 µM. P21453. AID 449. S1P1 CRE-bla cells, forskolin, beta-lactamase FRET, potentiator mode; S1P1 agonist co-added at EC20, 2 nM; 100% = saturating reference agonist, 0% = basal;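 active = activation above a cutoff set at the mean activation of all tested compounds plus 3 SD, cut at about 54% in these data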;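 note: forskolin at 4 µM as EC80 and the EC20 agonist is SEW2871; 100% = SEW2871 at its EC100 plus forskolin at EC80; some compounds past the cut are filed as inactive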
Jurkat viability – cytotoxicity toward Jurkat cells. Jurkat E6.1 viability, ATP luminescence, 48 h. inhibition, % at 4 µM. actives 1.2% (n = 56,000). AID 463;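 active = inhibition above the mean inhibition of all tested compounds plus 3 SD, cut at about 28% in these data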
HEK293 NFkB inh – inhibitors of the PMA/ionomycin-induced NF-kB reporter in HEK293 cells; actives 0.21% (n = 62,000); AID 465; HEK-293 NF-kB luciferase reporter, luminescence; inhibition, % at 3 µM;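 active = inhibition above the mean of all tested compounds plus 3 SD, cut at about 40% in these data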;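 note: 0% = stimulated DMSO wells and 100% = 10 µM reference inhibitor 5653914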
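System: NF-kB luciferase reporter HEK-293 cells | Replication: Single test | Control set: DMSO vs reference inhibitor | Evaluation: % inhibition | Schedule: 1 h pretreatment, 16 h stimulation, 37 °C | Probe or stimulus: PMA with ionomycin | Compound dosing: One dose, 3 µM | Detection: Luciferase luminescence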
5HT1E antag – antagonists of human 5-HT1E serotonin receptor | P28566 | CHO 5-HT1E Ga15 NFAT-bla reporter, FRET, antagonist | inhibition, % at 6 µM | actives 0.99% (n = 65,000) | AID 571;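 active = inhibition above a set limit, the mean inhibition across every tested compound plus 3 SD, cut at about 29% in these data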;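 note: signal is the 460 over 535 nm emission ratio of beta-lactamase substrate; 0% = agonist plus DMSO wells and 100% = wells without agonist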
D1 mod – allosteric modulators of human D1 dopamine receptor | HEK293 D1, CRE-luciferase, dopamine EC30 potentiation; actives deviate in either direction | B-score at 10 µM | AID 641 | actives 5.9% (n = 58,000);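 active = luminescence count or its row- and column-corrected plate score outside the 99.7% band of the plate's sample wells, on either side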
Target sequence (P21728 whole entry, looked up): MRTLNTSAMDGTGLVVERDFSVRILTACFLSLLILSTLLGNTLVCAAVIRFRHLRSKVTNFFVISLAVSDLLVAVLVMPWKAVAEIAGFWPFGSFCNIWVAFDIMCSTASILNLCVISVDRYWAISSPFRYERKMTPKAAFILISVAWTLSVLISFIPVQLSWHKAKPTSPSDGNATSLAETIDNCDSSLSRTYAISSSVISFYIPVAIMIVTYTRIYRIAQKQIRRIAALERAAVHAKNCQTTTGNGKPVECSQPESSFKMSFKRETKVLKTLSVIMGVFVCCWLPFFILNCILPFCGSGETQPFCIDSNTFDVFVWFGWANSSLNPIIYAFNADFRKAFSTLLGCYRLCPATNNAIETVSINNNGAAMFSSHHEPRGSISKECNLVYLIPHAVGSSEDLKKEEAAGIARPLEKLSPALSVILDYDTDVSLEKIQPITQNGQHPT
S1P3 ag – activates the human S1P3 receptor. AID 373. S1P3 NFAT-BLA reporter cells, agonism, FRET ratio; relative to 1 µM S1P, basal subtracted. actives 0.1% (n = 60,000). activation, % at 4.5 µM;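 active = activation above the screen-wide mean plus 3 SD, cut at about 4.5% in these data, passing the limit was not always enough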; note: some compounds called inactive have numbers as strong as hits
Target sequence (Q99500 whole entry, looked up): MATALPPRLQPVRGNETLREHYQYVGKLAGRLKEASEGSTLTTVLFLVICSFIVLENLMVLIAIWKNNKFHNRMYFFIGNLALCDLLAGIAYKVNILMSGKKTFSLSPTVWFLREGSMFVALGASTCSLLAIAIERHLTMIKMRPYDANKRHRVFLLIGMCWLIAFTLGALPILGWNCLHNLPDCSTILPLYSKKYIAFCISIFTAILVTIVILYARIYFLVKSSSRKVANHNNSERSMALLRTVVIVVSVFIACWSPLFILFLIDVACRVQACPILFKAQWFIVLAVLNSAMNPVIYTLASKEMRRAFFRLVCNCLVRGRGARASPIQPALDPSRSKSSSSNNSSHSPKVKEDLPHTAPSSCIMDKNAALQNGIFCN
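Benchmarks: high control 1 µM S1P / System: stable CHO line with human S1P3, Gα16, NFAT-BLA reporter / Dosing: single compound concentration, 4.5 µM final / Timing: 4 h compound at 37 °C, 2 h substrate at RT / Measured by: FRET β-lactamase substrate fluorescence, excitation 405 nm, 460/535 nm emission ratio, background-subtracted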
5HT1E ag – activates the human 5-HT1E serotonin receptor; P28566; CHO 5-HT1E Ga15 NFAT-bla reporter, FRET; 0% DMSO wells, 100% control agonist wells; activation, % at 6 µM; actives 0.69% (n = 65,000); AID 574;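 active = activation above a set limit, the screen-wide mean activation plus 3 SD, cut at about 8.5% in these data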;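 note: 100% = positive control agonist at 1 µM giving full maximal response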
HTR1A agonist – agonists of human 5-HT1a serotonin receptor; P08908; CHO 5-HT1a Ga15 NFAT-bla reporter, FRET ratio; 0% basal, 100% maximal reference agonist; activation, % at 10 µM; actives 0.56% (n = 65,000);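 active = activation above the screen-wide mean activation plus 3 SD, cut at about 19% in these data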;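 note: 0% = DMSO wells and 100% = 5-CT at EC100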
* = called active by the depositor; x = not tested or not shown.

SMILES	5HT1a antag	S1P1 ag-PAM	Jurkat viability	HEK293 NFkB inh	5HT1E antag	D1 mod	S1P3 ag	5HT1E ag	HTR1A agonist
CC1(C)CC(=O)C=C(NC2CC(C)(C)NC(C)(C)C2)C1	-3	-25	-3	-6	-7	-1	-0.2	0.1	-0.5
O=c1c2c3nc4ccccc4nc3n(/N=C/c3ccco3)c2ncn1CCC1=CCCCC1	-18	5	0	10	8	-3.3	2.5	0.1	-2.4
COc1cc(CN2CCSCC2)cc(OC)c1OC	8	-10	-3	4	1	-0.43	-0.4	0.0	-3.1
CC(C)(NC(=O)N1CCCC1)c1cccc(C(C)(C)NC(=O)N2CCCC2)c1	-8	-15	1	0	-10	0.33	-1.0	-0.9	-3.4
CC(C)(C)c1cc(CN(CCO)CCO)cc(C(C)(C)C)c1O	0	x	4	1	-13	0.48	-0.4	0.8	0.4
CC(C)n1c(N2CCN(CC(=O)NCc3cccs3)CC2)nc2ccccc21	-1	15	6	5	-5	0.52	-1.1	-1.2	-3.2
C=CCn1c(SCC(=O)N2CCCC2)nc2cc(C(=O)NCC3CCCO3)ccc2c1=O (stereo not drawn)	5	x	x	-4	5	0.38	x	-1.4	0.0
O=C(NCc1ccccn1)c1ccc(=O)oc1	x	-2	x	x	-11	x	-0.6	0.6	-0.8
O=C(NCCN1CCOCC1)C1CC(=O)N(c2ccc(F)c(Cl)c2)C1 (stereo not drawn)	-12	13	8	-3	7	-0.071	-0.9	0.4	-3.0
CCOc1ccccc1NC(=O)C1CCN(S(=O)(=O)c2c(C)noc2C)CC1	-7	x	x	-4	-4	0.27	x	-0.9	-2.1
Cc1oc(-c2ccc(Cl)cc2)nc1CN1CCC(C(=O)NCCCN2CCCC2=O)CC1	17	-13	0	11	-2	-0.32	-1.6	-0.1	1.8
CCOc1ccc(-c2cc(C(=O)N3CCN(C)CC3)c3ccccc3n2)cc1	-1	-19	-1	-1	-1	-1.4	-0.2	0.1	-4.6

The final 4 records of the part above lead into the next.
SMILES	5HT1a antag	S1P1 ag-PAM	Jurkat viability	HEK293 NFkB inh	5HT1E antag	D1 mod	S1P3 ag	5HT1E ag	HTR1A agonist
O=C(NCCN1CCOCC1)C1CC(=O)N(c2ccc(F)c(Cl)c2)C1 (stereo not drawn)	-12	13	8	-3	7	-0.071	-0.9	0.4	-3.0
CCOc1ccccc1NC(=O)C1CCN(S(=O)(=O)c2c(C)noc2C)CC1	-7	x	x	-4	-4	0.27	x	-0.9	-2.1
Cc1oc(-c2ccc(Cl)cc2)nc1CN1CCC(C(=O)NCCCN2CCCC2=O)CC1	17	-13	0	11	-2	-0.32	-1.6	-0.1	1.8
CCOc1ccc(-c2cc(C(=O)N3CCN(C)CC3)c3ccccc3n2)cc1	-1	-19	-1	-1	-1	-1.4	-0.2	0.1	-4.6
Cc1ccccc1NC(=O)c1ccccc1	-9	-3	-12	9	-9	0.29	0.0	0.9	-1.2
Clc1ccc(SCCCCn2cncn2)cc1	2	-3	2	8	-5	x	0.5	-0.7	-4.5
Cc1sccc1C1C(C#N)=C(N)SC(N)=C1C#N	x	-4	x	x	-2	-1.2	-4.4	0.1	-1.4
COc1ccc(CCNC(=O)CCS(=O)(=O)c2ccc3c(c2)CCN3C(C)=O)cc1OC	11	-11	-5	10	1	0.32	-1.6	-0.3	-3.2
CCCCOn1c(C)c(C(=O)OCC)c2c3no[n+]([O-])c3ccc21	3	-12	-5	-5	2	0.68	-2.1	0.7	-1.2
O=C(CN1CCN(c2ccc(F)cc2)CC1)Nc1nnc(-c2ccccc2)s1	0	10	-5	-3	2	0.029	1.2	0.0	0.1
C=CCn1c(SCC(=O)c2ccccc2)nnc1-c1ccc2c(c1)OCO2	x	16	x	x	11	-0.95	-2.8	-0.9	1.1
CS(=O)(=O)Nc1ccc(C(=O)NCc2ccccn2)cc1	-24	7	-4	9	2	-0.046	0.2	-0.1	0.6
CCN1CCCC1CNC(=O)C1c2ccccc2C(=O)N(CCOC)C1c1ccc(F)cc1 (stereo not drawn)	1	x	x	-1	2	-0.21	x	1.4	0.4
Cn1c(=O)oc2cc(S(=O)(=O)NC(Cc3ccccc3)C(=O)N3CCCCC3)ccc21 (stereo not drawn)	-10	-9	0	5	-5	x	0.3	0.2	0.2
CC(C)N1CC(C(=O)Nc2nc3ccccc3s2)CC1=O (stereo not drawn)	-6	x	11	9	-9	0.83	-0.4	-0.1	-2.1
Fc1ccc(C(c2nnnn2Cc2ccccc2)N2CCSCC2)cc1 (stereo not drawn)	19	6	-4	12	-2	0.45	-0.2	0.1	-0.4
COc1ccc(-c2nnc(N(C)C(=O)c3cccnc3)s2)cc1	-122	5	10	-10	7	-0.024	-0.4	-0.6	-2.1
CCCC(=O)N(Cc1cc2ccccc2[nH]c1=O)c1ccccc1OC	x	10	x	x	-8	0.17	-3.0	0.3	-2.3
COc1cccc(C(O)CC(N)=O)c1 (stereo not drawn)	-5	-21	-5	9	-12	0.58	-0.9	1.2	-2.0
COc1ccc2cc(C(c3nnnn3C(C)(C)C)N3CCc4ccccc4C3)c(=O)[nH]c2c1 (stereo not drawn)	0	18	5	12	3	0.63	-0.2	1.2	2.9
CCc1ccc(C2C(C(C)=O)=C(C(=O)OC)Nc3nnnn32)cc1 (stereo not drawn)	-11	x	x	20	-14	-0.85	x	0.1	0.7
Cc1ccc(SCCN2C(=O)NC(C)(C)C2=O)cc1	6	-3	4	14	-1	1.6	-1.2	0.7	2.4
COc1ccc(Cl)cc1NC(=O)c1nc2nc(C)cc(C(F)F)n2n1	6	-8	8	4	-18	-0.0085	-0.4	0.1	-1.5
Fc1c(F)c(F)c(CSc2nc3ccccc3[nH]2)c(F)c1F	-18	-10	-4	2	-10	0.0082	0.1	0.0	-0.8
N#CCC(=O)N1CCn2c1nc1ccccc12	-4	8	-1	8	-10	0.026	0.4	-0.6	-4.1
CCOC(=O)c1cc2c(c(CSc3nc4ccccc4c(=O)n3Cc3ccco3)c1)OCOC2	0	-6	-14	14	5	1.8	0.2	0.1	4.5
COC(=O)c1ccc(C)c(NC(=O)c2c(-c3ccccc3)noc2C)c1	-6	-10	4	12	-8	-0.041	-1.6	-0.3	-0.9
COc1cc2nc(NC(=O)c3ccccc3)[nH]c(=O)c2cc1OC	10	x	x	15	-4	x	x	0.1	2.1
O=C(CSc1nnc(-c2cccnc2)n1Cc1ccccc1)NCc1ccco1	2	-2	4	20	-2	x	-1.1	-0.6	1.2
CCOC(=O)N1CCN(C(=O)C(C)n2nc(C)n3c(cc4sccc43)c2=O)CC1 (stereo not drawn)	10	6	-3	15	0	-2	-0.4	-0.7	0.4
O=C(COC(=O)c1ccco1)Nc1ccccc1	4	-21	2	5	-3	-0.059	-0.3	-0.9	-2.3
O=P(O)(O)CP(=O)(O)O	-10	0	-6	-8	-2	x	1.8	-0.3	2.1
COc1ccc(S(=O)(=O)Cc2ccc(C(=O)N3CCN(c4ccccc4F)CC3)o2)cc1	19	9	6	7	18	-1.7	-0.2	1.1	2.1
COc1cc(C(=O)Nc2cccc(-c3nc4cc(C)ccc4o3)c2)cc(OC)c1OC	-6	-30	-2	-6	1	0.39	-1.5	0.3	1.3
CCc1cccc2c1NC(=O)[C@]21[C@@H]2C(=O)N(Cc3ccccc3)C(=O)[C@@H]2[C@@H]2CCCN21	11	-15	2	-5	6	0.025	-0.7	-0.7	-3.0
N#CCCN(CCC#N)C(=O)COc1ccc(Cl)cc1Cl	2	x	-6	10	5	-0.051	-0.6	-0.5	-1.6
O=C(CSc1nnc(-c2ccccc2)n1Cc1ccccc1)NC1CC1	9	-1	-1	7	-4	0.37	-1.1	-0.1	0.3
O=C(COC(=O)C1CC2C=CC1C2)NCc1ccco1 (stereo not drawn)	-2	1	-7	13	10	-0.36	-0.7	-0.5	-3.7
Cc1cc(NC(=O)c2cccnc2)ccc1NC(=O)c1ccco1	3	-16	5	3	18	-0.5	-1.2	-0.2	0.6
C=CCNC1=C(Cl)C(=O)N(c2ccccc2Cl)C1=O	-9	-4	0	-2	2	0.36	-0.5	0.7	-3.1
O=C(Nc1cccc(Cl)c1)NC1CCCCC1	20	1	2	-7	9	0.1	-1.0	-1.0	-4.9
CCNC(=O)CC1C(=O)N(c2ccc(F)cc2)C(=O)N1Cc1ccccn1 (stereo not drawn)	-2	x	x	10	-2	0.02	x	-0.5	0.0
O=C1C(Cl)=C(N2CCOCC2)C(=O)N1c1cccc(Cl)c1	16	-20	2	10	3	3.1	-1.9	-0.7	-1.1
CCOc1ccc(CC(=O)NCc2cn3c(C)csc3n2)cc1	-7	2	-3	2	-8	1.2	-0.8	0.5	-3.2
CCc1ccc(NC(=O)Cn2c(=O)n(CCCC(=O)NCc3ccco3)c(=O)c3ccccc32)cc1	1	-17	2	14	-5	x	0.4	0.1	-0.7
O=C1CCCc2nc(N3CCN(C(c4ccccc4)c4ccccc4)CC3)ncc21	-10	-7	2	5	-6	-1.1	-0.8	0.2	-2.5
COc1ccc(-c2noc(CCC(=O)NCc3cccnc3)n2)cc1	-2	-4	-1	-2	-4	-0.24	0.0	0.5	-1.4
O=C1c2cccnc2C(=O)N1Cc1ccc(F)cc1	-1	3	-5	15	-4	-1.2*	0.3	0.8	-0.6
CC(C)CNC(=O)c1ccccc1NC(=O)c1ccc(CN2CCOCC2)cc1	-14	-10	9	12	1	2.6	0.1	-0.5	-3.4
COC(=O)C1=C(N)Oc2cc(C)n(C)c(=O)c2C1c1ccc(Cl)c(Cl)c1 (stereo not drawn)	-8	-8	4	11	-24	-0.81	-0.6	0.3	1.6
Cc1ccc(Cn2nnc3c(=O)n(CC(=O)NCC4CCCO4)cnc32)cc1 (stereo not drawn)	-5	0	-3	-4	9	0.098	0.4	-0.1	0.4
C/C(=N\O)C1(C)N(O)C(C)(C)C(c2ccco2)=[N+]1[O-] (stereo not drawn)	x	10	x	x	1	-0.022	-4.1	-0.8	0.9
CCOc1ccc(S(=O)(=O)N2CCC(C(N)=O)CC2)c2ccccc12	-11	-17	0	7	6	0.21	-0.9	-0.6	-1.7
CC(C)=CCC/C(C)=C/CN(CC(C)O)CC(C)O (stereo not drawn)	2	x	4	5	-9	1.1	-1.0	-0.3	2.5
CC(C(=O)O)N1C(=O)CSC1=S (stereo not drawn)	-19	-7	-3	1	-10	1	0.3	-0.2	-0.9
Cc1cc(C)cc(N2C(=O)C3C4C=CC(C4)C3C2=O)c1 (stereo not drawn)	6	-32	0	-2	4	x	0.1	-0.4	-8.0
Cn1c(SCC(=O)Nc2cccc3ccccc23)nc(O)cc1=O	8	11	-6	5	1	-0.6	-0.3	-0.7	-2.5
O=C(NCc1ccc2c(c1)OCO2)c1ccc2snnc2c1	3	-25	5	15	6	-0.46	-0.5	1.3	-0.8

Screening data deposited in PubChem BioAssay by several laboratories.

Rows were taken by chance; any-hit rate near 8.3%.
